ERp5 block = inhibitors of ERp5-driven insulin aggregation, primary screen, biochemical, turbidity, absorbance 650 nm, single point. 350,000 tested, 0.05% active. inhibition, % at 9.99 µM. 90 min;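 active = mean replicate inhibition above about 25%, with every replicate also reaching it, limit read from the data, passing the limit was not always enough; inconclusive = only one of those two criteria met; inactive = neither criterion met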
Target sequence (Q15084 whole entry, looked up): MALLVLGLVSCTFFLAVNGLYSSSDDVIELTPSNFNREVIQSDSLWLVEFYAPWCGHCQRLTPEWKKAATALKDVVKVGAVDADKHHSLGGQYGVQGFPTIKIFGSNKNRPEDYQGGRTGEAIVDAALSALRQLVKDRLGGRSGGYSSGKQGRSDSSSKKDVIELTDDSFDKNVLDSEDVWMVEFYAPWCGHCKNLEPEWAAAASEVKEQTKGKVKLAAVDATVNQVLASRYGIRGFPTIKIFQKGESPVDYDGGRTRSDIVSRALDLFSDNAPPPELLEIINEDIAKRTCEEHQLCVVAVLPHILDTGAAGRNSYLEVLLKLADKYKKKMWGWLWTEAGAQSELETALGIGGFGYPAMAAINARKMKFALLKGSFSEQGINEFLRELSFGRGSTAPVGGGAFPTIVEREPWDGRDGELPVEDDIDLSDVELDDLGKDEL
S100A4 inh HTS = inhibitors of S100A4-myosin IIA peptide binding, primary screen, biochemical, fluorescence polarization, TAMRA-MyoIIA peptide | inhibition, % at 10.7 µM | 360,000 tested, 0.14% active | AID 652163, 2013 | Protein S100-A4 (Homo sapiens), P26447;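 active = mean inhibition of at least 70% across replicates, with every replicate also reaching that level; inconclusive = mean inhibition reaches 70% but some replicates fall short; inactive = mean inhibition below 70%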
Target sequence (P26447 whole entry, looked up): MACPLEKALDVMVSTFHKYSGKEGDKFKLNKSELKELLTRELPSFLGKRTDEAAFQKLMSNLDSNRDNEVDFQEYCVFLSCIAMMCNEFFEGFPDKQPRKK
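incubation = readout 5 min after mixing, signal stable up to 60 min | system = S100A4 monomer protein | buffer or medium = HEPES pH 7.2 with CaCl2, KCl, NaCl, DTT, Triton | benchmarks = neutral control DMSO, positive control TFP | also added = fluorescent myosin IIA peptide, 5 nM | compound dosing = one concentration per compound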
RAD52 inh = RAD52 DNA annealing inhibitors, primary screen, biochemical, FRET, single point, set 2. DNA repair protein RAD52 homolog (Homo sapiens), P43351. recombinant RAD52 DNA annealing, FRET fluorescence. inhibition, % at 18.7 µM. 360,000 tested, 0.46% active;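 active = every replicate showing at least 50% inhibition; inconclusive = mean inhibition at least 50% but not in every replicate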
Target sequence (P43351 whole entry, looked up): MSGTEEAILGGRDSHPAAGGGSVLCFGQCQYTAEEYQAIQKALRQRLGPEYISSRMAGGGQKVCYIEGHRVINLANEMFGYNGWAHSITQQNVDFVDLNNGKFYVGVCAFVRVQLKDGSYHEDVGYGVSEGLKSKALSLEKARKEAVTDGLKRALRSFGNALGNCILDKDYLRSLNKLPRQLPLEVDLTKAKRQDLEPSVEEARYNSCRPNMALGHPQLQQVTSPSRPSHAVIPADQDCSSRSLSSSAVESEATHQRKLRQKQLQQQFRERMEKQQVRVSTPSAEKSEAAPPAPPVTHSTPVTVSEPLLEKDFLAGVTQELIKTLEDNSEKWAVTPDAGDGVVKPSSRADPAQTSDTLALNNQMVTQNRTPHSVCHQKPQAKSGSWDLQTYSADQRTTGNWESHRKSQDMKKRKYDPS
E-selectin induc = E-selectin induction in HUVECs, primary screen, imaging, HUVEC, immunofluorescence imaging, single point; normalized: neutral wells 0, TNF-alpha wells 100; activation, % at 7.58 µM; 260,000 tested, 0.37% active; AID 686992, 2013;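 active = mean E-selectin-positive cell signal at least 10% of the positive control, reached in at least 60% of replicates, without over 20% cell loss; inconclusive = no rule given, readout overlaps actives, possibly toxicity-flagged; inactive = the rest, including those meeting only one limit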;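 also: in these data hits start at about 27%; measured in HUVEC primary endothelial cells; signal is the percent of cells scored E-selectin positive by PE staining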
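material = human umbilical vein endothelial cells (HUVEC), E-selectin induction | quantity = 3,000 cells/well | medium = EGM-2 growth medium on 0.1% gelatin-coated wells | technique = immunofluorescence imaging | read-out basis = % PE-positive cells | control set = TNF-alpha positive control, DMSO neutral control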
XiGFP reactiv = activators of inactive X chromosome reactivation, primary screen, imaging, XiGFP fibroblasts, GFP high-content imaging, set 2 | XiGFP mouse fibroblasts, % GFP-positive cells imaging, 3 d; cells co-treated with 5-aza-dC sensitizer; scaled so ellipticine positive control = 100% | activation, % at 7.58 µM | 360,000 tested, 0.055% active;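 active = mean normalized replicate activation at least 10% and every replicate at or above 10%; inconclusive = only one of the two criteria met; inactive = mean below 10% and not all replicates reach 10%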;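 also: 0% = median of on-plate neutral control wells and 100% = ellipticine 6 µM median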
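System: XiGFP fibroblasts, SV40-immortalized. Medium: DMEM plus 5-aza-dC sensitizer. Doses: single point. Timing: 3 d treatment, 15 min room-temperature fixation. Control set: ellipticine 6 µM.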
esBAF inh = Bmi1 luciferase reporter increase in mESCs, primary screen, esBAF inhibitor project, mouse ES cells, Bmi1 luciferase knock-in, single point; 24 h; 100% = twice the neutral-well signal; reporter increase, % at 12.5 µM; 350,000 tested, 2% active; AID 602393, 2012; in the data active = activation above about 40%; inconclusive = no clear call, values can overlap the other calls;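 also: 0% = median of the plate's neutral control wells and 100% = double that signal; a rise in the Bmi1 reporter signal indicates esBAF inhibition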
RAD54 branch = inhibitors of human RAD54 branch migration, primary screen, biochemical, fluorescence, single point | inhibition, % at 10.4 µM | RAD54 Holliday junction branch migration, FAM/BHQ fluorescence | AID 602329, 2012 | 360,000 tested, 0.14% active | DNA repair and recombination protein RAD54-like (Homo sapiens), Q92698;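 active = mean normalized replicate activity at least 40 and at least half of replicates scoring 40 or more; inconclusive = only one of the two criteria met; inactive = mean below 40 and under half of replicates reaching 40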;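 also: 0% = median of neutral control wells and 100% = median of positive control wells; inhibitors cause a drop in the FAM fluorescence signal; in these data hits start at about 50%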
ERAP1 HTS inh = human ERAP1 aminopeptidase inhibitors, primary screen, biochemical, single point, plate reader; Endoplasmic reticulum aminopeptidase 1 (Homo sapiens), Q9NZ08; inhibition, % at 10.7 µM; 340,000 tested, 0.15% active; AID 652197, 2013; recombinant ERAP1, Leu-AMC fluorescence, 60 min;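 active = mean replicate inhibition of at least 30%, or all replicates individually reaching that 30% level; inactive = mean below 30% and not every replicate reaching it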;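 also: 0% = neutral control wells and 100% = L-leucinethiol positive control wells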
Starred values were filed as active, the others as inactive; ? = inconclusive; nt = no result given; & = joins results of further samples; ! = repeats disagree.

1) CCN(CC)C(=S)Nc1ccc(C(=O)OC)cc1
2) CC(C)Nc1nc(NC(C)C)nc(SCC(N)=O)n1
3) O=C(NC(c1ccccc1)c1ccc2ccccc2n1)C1CCN(CCOc2ccc(Cl)cc2)CC1 (configuration not stated)
4) COC(=O)c1cc(S(=O)(=O)N2CCC(c3cc(OC)ccc3OC)C2)c[nH]1 (configuration not stated)
5) O=C(C1CCCCC1)N1C[C@@H]2[C@H](c3ccccc31)[C@@H](CO)N2C(=O)c1ccccc1F
6) Cc1cccc(N(CC(O)CN2CCOCC2)S(=O)(=O)c2ccccc2)c1 (configuration not stated)
7) CC(=O)c1cnc(SCc2ccc(Cl)cc2)nc1C
8) C/C=C/c1cnc2c(c1)C(=O)N([C@H](C)CO)C[C@@H](C)[C@@H](CN(C)C(=O)Nc1ccc(F)cc1)O2

| assay / entry | 1 | 2 | 3 | 4 | 5 | 6 | 7 | 8 |
| --- | --- | --- | --- | --- | --- | --- | --- | --- |
| ERp5 block | -4 | -2 | 8 | -2 | 1 | 4 | 7 | -5 |
| S100A4 inh HTS | 8 | 3 | 0 | -1 | 4 | -1 | 2 | -4 |
| RAD52 inh | -5 | -6 | -50 | -15 | 3 | -9 | -13 | 4 |
| E-selectin induc | 0.0 | nt | 0.3 | nt | -0.3 | nt | nt | 0.1 |
| XiGFP reactiv | -0.1 | 0.0 | -0.2 | 0.2 | 0.1 | 0.3 | -0.1 | -1.1 |
| esBAF inh | nt | 0 | -89 | -15 | 1 | 2 | nt | -1 |
| RAD54 branch | nt | -8 | 11 | nt | -14 | -3 | nt | 0 |
| ERAP1 HTS inh | -3 | 3 | 2 | -1 | 0 | -4 | 7 | 5 |

9) COc1ccc2cc(C(=O)O)ccc2c1
10) CC1CCCN(C(=O)c2cccc(S(=O)(=O)N3CCCc4ccccc43)c2)C1 (configuration not stated)
11) O=C(NCC1COc2ccccc2O1)c1cccs1 (configuration not stated)
12) C[C@@H]1CN([C@@H](C)CO)C(=O)c2cccc(NC(=O)CCCCCC(=O)Nc3ccccc3N)c2O[C@@H]1CN(C)Cc1ccc(Cl)c(Cl)c1
13) CC1CCCN(C(=O)COc2ccc(NC(=O)c3cccs3)cc2)C1 (configuration not stated)
14) Cc1cc(N2CCC(C)CC2)nc(NCc2ccccc2)n1
15) COC(=O)c1cc(=O)n(Cc2ccc(OC)cc2)c(=NCc2ccc(OC)cc2)s1
16) c1ccc2oc(-c3[nH]ncc3CN(Cc3ccncc3)CC3CCCO3)cc2c1 (configuration not stated)

| assay / entry | 9 | 10 | 11 | 12 | 13 | 14 | 15 | 16 |
| --- | --- | --- | --- | --- | --- | --- | --- | --- |
| ERp5 block | 2 | -1 | 0 | -3 | 2 | -1 | 7 | 1 |
| S100A4 inh HTS | 4 | -9 | -1 | -19 | -2 | -3 | -1 | 1 |
| RAD52 inh | -11 | -2 | -21 | 16 | -6 | 6 | -13 | -20 |
| E-selectin induc | nt | nt | nt | -3.3 | 0.0 | nt | nt | -0.1 |
| XiGFP reactiv | nt | 0.0 | nt | -0.7 | 0.0 | 0.2 | 2.1 | 0.2 |
| esBAF inh | -2 | -6 | 27 | 2 | 16 | nt | -10 | 5 |
| RAD54 branch | -8 | 14 | -4 | -2 | nt | 18 | 1 | 7 |
| ERAP1 HTS inh | 0 | 1 | -1 | 0 | -4 | 6 | -5 | -4 |

17) CC(NC(=O)c1ccccc1NC(=O)c1ccco1)c1ccccc1 (configuration not stated)
18) CCCCNc1c(-c2cccc(-c3ccc(OC)cc3)c2)nc2cc(C)ccn12
19) CCC(C)C(=O)Nc1nnc(SCC(=O)NC(C)(C)C)s1 (configuration not stated)
20) CC(C)(C)[S@](=O)N1Cc2cc(C(=O)N3CCc4ccccc4C3)nc(-c3cccc(-c4cccnc4)c3)c2[C@@H]1CCO
21) Cc1ccc(-n2nc(C)c3c(C)onc3c2=O)cc1
22) C[C@]12Cc3ccccc3C1CC1=N[C@@H](c3ccccn3)O[C@@]13C[C@@H]2C(=O)N3C1CCN(Cc2ccccc2)CC1 (some centres not stated)
23) CCOC(=O)[C@H](CCc1ccccc1)N[C@@H](C)C(=O)N1C(C(=O)O)C[C@@H]2CCC[C@@H]21 (some centres not stated)
24) CC1CCCC(C)N1S(=O)(=O)c1ccc(NC(=O)CCN2C(=O)C3CC=CCC3C2=O)cc1 (configuration not stated)

| assay / entry | 17 | 18 | 19 | 20 | 21 | 22 | 23 | 24 |
| --- | --- | --- | --- | --- | --- | --- | --- | --- |
| ERp5 block | -2 | -3 | -6 | 1 | nt | 4 | -1 | 2 |
| S100A4 inh HTS | 3 | -1 | -13 | -8 | 4 | -8 | -1 | -3 |
| RAD52 inh | -14 | -6 | -7 | -40 | -8 | -17 | 5 | -10 |
| E-selectin induc | nt | 3.3 | nt | 0.4 | nt | -0.2 | -0.2 | nt |
| XiGFP reactiv | nt | 0.0 | 0.0 | -0.1 | 0.0 | -0.1 | -0.1 | 0.1 |
| esBAF inh | nt | -58 | nt | 2 | nt | nt | 1 | -1 |
| RAD54 branch | nt | -10 | nt | 0 | nt | nt | 2 | -24 |
| ERAP1 HTS inh | 9 | nt | 2 | -4 | -3 | 1 | -3 | 4 |

25) O=C(CSc1ncnc2c1sc1ccccc12)Nc1ccc(Br)cc1
26) CN(c1ccccc1)S(=O)(=O)c1ccc(C(=O)Nc2cccc(S(=O)(=O)N3CCOCC3)c2)cc1
27) Cc1ccsc1C(=O)NNC(=O)COc1ccc(Br)cc1
28) Cc1ccc(Nc2nc(N)nc(COC(=O)c3ccc(Br)o3)n2)cc1
29) CCCN(C)C[C@H]1Oc2cc(-c3cccc(OC)c3)ccc2S(=O)(=O)N([C@H](C)CO)C[C@H]1C
30) O=C(c1ccccc1)N1CCN(c2cc(Cl)nc3cc(-c4cccc(Cl)c4)nn23)CC1
31) CCCNC(=O)C[C@H]1CC[C@H]2[C@@H](COC[C@H](O)CN2C(=O)c2ccccn2)O1
32) Cc1ccccc1-c1ccc(C2[C@@H]3CN(C(=O)Nc4cccc(F)c4)C[C@H]2N3)cc1 (some centres not stated)

| assay / entry | 25 | 26 | 27 | 28 | 29 | 30 | 31 | 32 |
| --- | --- | --- | --- | --- | --- | --- | --- | --- |
| ERp5 block | 1 | -1 | -5 | -5 | 3 | 3 | -7 | 2&-3 |
| S100A4 inh HTS | -3 | 13 | -5 | 16 | 18 | -2 | -10 | -1&0 |
| RAD52 inh | -19 | -22 | 0 | -6 | 20 | -15 | 2 | 72*! |
| E-selectin induc | -1.3 | -0.1 | nt | 0.0 | 0.3 | 1.1 | -0.1 | 0.1&-0.2 |
| XiGFP reactiv | 0.0 | 0.0 | 0.1 | -0.1 | -1.4 | 0.0 | 0.0 | 0.0&0.0 |
| esBAF inh | nt | 7 | -8 | 29 | -1 | -1 | 1 | nt |
| RAD54 branch | nt | -4 | 3 | 12 | -3 | 14 | -4 | nt |
| ERAP1 HTS inh | -1 | 0 | -2 | -2 | 1 | -6 | 1 | -5&0 |

(continued)
| cpd | smiles | ERp5 block | S100A4 inh HTS | RAD52 inh | E-selectin induc | XiGFP reactiv | esBAF inh | RAD54 branch | ERAP1 HTS inh |
| --- | --- | --- | --- | --- | --- | --- | --- | --- | --- |
| 33 | C[C@@H]1CCCCO[C@H](CN(C)C(=O)Nc2ccc3c(c2)OCO3)[C@@H](C)CN([C@H](C)CO)C(=O)c2cc(NC(=O)Nc3ccc(C(F)(F)F)cc3)ccc2O1 | 1 | 9 | 7 | 0.2 | -0.6 | 5 | -9 | -1 |
| 34 | Cc1noc(C)c1NC(=O)N(C)C[C@H]1Oc2ccc(NS(=O)(=O)c3ccc(F)cc3)cc2C(=O)N([C@H](C)CO)C[C@@H]1C | 2&-5 | -3&-11 | -8&-16 | -0.1&-0.1 | 0.1&-1.0 | -3&1 | -11&3 | 2&-3 |
| 35 | C[C@H]1CN([C@@H](C)CO)S(=O)(=O)c2ccc(C#Cc3ccccc3)cc2O[C@H]1CN(C)C(=O)c1ccccn1 | 5 | -5 | -10 | 0.1 | -1.0 | 7 | -20 | 3 |
| 36 | O=C1CN(S(=O)(=O)c2ccccc2)C[C@@H]2[C@@H](c3ccc(C#Cc4ccccc4)cc3)[C@H](CO)N12 | 5 | -14 | -18 | 0.1 | 0.1 | nt | nt | 0 |
| 37 | O=C(Nc1ccc(N2CCCCCC2)cc1)c1cccc(S(=O)(=O)N2CCOCC2)c1 | -4 | 2 | -3 | nt | -0.2 | -4 | nt | -3 |
| 38 | CC(=O)Cc1nsc(NC(=O)c2ccc(-c3ccc(Cl)c(Cl)c3)o2)n1 | -4 | 4 | -9 | 2.2 | 0.7 | 2 | -4 | 7 |
| 39 | COc1cccc(CN2[C@@H](CO)[C@@H]3c4ccccc4N(C(=O)c4cccnc4)C[C@@H]32)c1 | 0 | 8 | 0 | 0.0 | 0.0 | -10 | -5 | 8 |
| 40 | Cc1ncoc1C(=O)NC1CC(C)(C)Cc2c1cnn2-c1ccccc1 (configuration not stated) | 3 | 5 | -4 | -0.1 | 0.0 | 3 | -3 | 0 |

Other compounds:
| cpd | smiles | ERp5 block | S100A4 inh HTS | RAD52 inh | E-selectin induc | XiGFP reactiv | esBAF inh | RAD54 branch | ERAP1 HTS inh |
| --- | --- | --- | --- | --- | --- | --- | --- | --- | --- |
| 41 | COCCn1c(SCC(=O)Nc2ccc(F)cc2)nc2c(c1=O)SCC2 | -5 | 8 | -51 | -0.1 | 0.3 | -5 | -5 | -6 |
| 42 | Cc1ccccc1S(=O)(=O)N1CC[C@@H]2[C@@H](CO)N(C)c3ccc(-c4ccc(F)cc4)cc3[C@@H]21 | nt | nt | nt | 0.0 | -0.1 | -4 | -5 | nt |
| 43 | O=C(COC(=O)c1cc(Br)ccc1Cl)NC1CCCC1 | -1 | 2 | -5 | -0.1 | 0.0 | nt | nt | -3 |
| 44 | OC(c1ccc(F)cc1)c1ncc(-c2ccccc2F)[nH]1 (configuration not stated) | -6 | -4 | -6 | 0.8 | 0.0 | ? | 10 | 7 |
